# Eya2 phos inh: blocks the phosphatase activity of human Eya2 | O00167 | recombinant Eya2, OMFP fluorescence dephosphorylation (OMFP is methylfluorescein phosphate) | Potency, µM (series often up to 76.9 µM), for the others: top-dose activity, negative = inhibition, actives largely listed as inhibitors | 330,000 tested, 0.006% active; note: potency is the fitted concentration of half-maximal effect; % is set by controls: 0 for no effect and ±100 for the full control effect
#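 Eya2 (0.2 uM) preincubated 10 min at ambient with compound, then OMFP substrate added at 50 uM; 10 min reaction in 50 mM HEPES pH 7.5, 50 mM NaCl, 5 uM MgCl2, 0.05% BSA, 1 mM DTT. Fluorescence read at Ex 485/Em 525 nm.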
# a7 integrin act: activators of alpha7 integrin expression for muscular dystrophy | alpha7betagal myoblasts, beta-gal FDG fluorescence, 48 h | Potency, µM (titrated, usually from 38.3 µM), for the others: at the highest dose activation, actives largely listed as activators | 350,000 tested, 0.064% active;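 note: potency is the fitted concentration of half-maximal effect; 100% = response of the positive control SU9516; nearly all actives have a fitted effect of over 60% in size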
#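 Alpha7betagal+/- myoblasts (passage 13) were plated 16-24 hr, then exposed to compounds (1:260 dilution of DMSO stock) for 48 hours at 37C. After MPER lysis, β-galactosidase reporter activity was read as FDG fluorescence (ex 480/em 540) after 30 minutes.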
# BCR signal inh: inhibitors of chronic active B-cell receptor signaling; 340,000 tested, 0.05% active; Potency, µM (doses to about 46.1 µM), for inactives: at the top dose ratio change, negative = lower green/red ratio, usual class: inhibitors; ABC-DLBCL IkBa-CBG/CBR reporter, luminescence ratio, 4 h; AID 493014; active = well fitted inhibition curve with a large enough effect in the signal ratio, with a control signal flat, not every such curve was filed as active; inconclusive = small, poorly fitted or top-dose-only effect, or effect the other way, or a change in a side signal; the % refers to the signal ratio;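 note: potency is the fitted concentration of half-maximal effect; plate controls were basal doxycycline-induced cells for no effect and cells given 10 µM MG132 for full effect; MG132 reads +100%, hits lower the ratio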
#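 TMD8 human ABC-DLBCL cells with doxycycline-inducible IκBα–green luciferase fusion and unfused red luciferase, in 0.5% FBS medium; compounds up to 46 uM, 4 h at 37C. Green/red luminescence ratio, filter-overlap corrected, fitted to concentration-response curves.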
# Tb PFK inh: blocks T. brucei phosphofructokinase; O15648; T. brucei PFK, ADP-Glo luminescence; Potency, µM (doses to about 57.5 µM), without a hit: at the top dose activity, negative = inhibition, actives largely listed as inhibitors; 330,000 tested, 0.17% active; AID 485367;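 note: potency is the fitted concentration of half-maximal effect; 0% = uninhibited 1x PFK enzyme wells and -100% = no-enzyme wells; nearly all actives have a fitted effect of over 60% in size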
#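 PFK 1.25 nM, F6P 0.5 mM, ATP 0.1 mM, 0.1 M TEA pH 8.0, 5 mM MgCl2, 0.01% Tween20, 0.1% BSA; 45 min RT. ADP-Glo readout. qHTS titration up to 57 uM; curves fitted, compounds curve-classed.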
# ASM inhibitor: inhibitors of human secretory acid sphingomyelinase; P17405; placental ASM, HMU-PC fluorogenic substrate, 60 min; Potency, µM (titrated, usually from 57.5 µM), for the others: at the highest dose activity change, negative = inhibition, usual class: inhibitors; 340,000 tested, 0.006% active; AID 504937; note: potency is the fitted concentration of half-maximal effect
#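 Steps: dispense placental human ASM, pin compound, wait 10 min at room temperature, add HMU-PC0 substrate at 9 uM final, incubate 60 min at 37 °C, add stop solution raising pH to 10, read fluorescence.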
# TSHR antagonist: antagonists of human thyroid stimulating hormone receptor; 330,000 tested, 0.2% active; TSHR-expressing cells, TSH-stimulated cAMP HTRF, 2 h; stronger effect = lower value; activity change, negative = inhibition, % at 11.5 µM; AID 504810; P16473;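 active = activity change below a set negative limit, meaning inhibition stronger than a set level, cut at about -70% in these data; inconclusive = activity change between two set negative limits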; note: % is set by controls: 0 for no effect and ±100 for the full control effect
# Target sequence (P16473 whole entry, looked up): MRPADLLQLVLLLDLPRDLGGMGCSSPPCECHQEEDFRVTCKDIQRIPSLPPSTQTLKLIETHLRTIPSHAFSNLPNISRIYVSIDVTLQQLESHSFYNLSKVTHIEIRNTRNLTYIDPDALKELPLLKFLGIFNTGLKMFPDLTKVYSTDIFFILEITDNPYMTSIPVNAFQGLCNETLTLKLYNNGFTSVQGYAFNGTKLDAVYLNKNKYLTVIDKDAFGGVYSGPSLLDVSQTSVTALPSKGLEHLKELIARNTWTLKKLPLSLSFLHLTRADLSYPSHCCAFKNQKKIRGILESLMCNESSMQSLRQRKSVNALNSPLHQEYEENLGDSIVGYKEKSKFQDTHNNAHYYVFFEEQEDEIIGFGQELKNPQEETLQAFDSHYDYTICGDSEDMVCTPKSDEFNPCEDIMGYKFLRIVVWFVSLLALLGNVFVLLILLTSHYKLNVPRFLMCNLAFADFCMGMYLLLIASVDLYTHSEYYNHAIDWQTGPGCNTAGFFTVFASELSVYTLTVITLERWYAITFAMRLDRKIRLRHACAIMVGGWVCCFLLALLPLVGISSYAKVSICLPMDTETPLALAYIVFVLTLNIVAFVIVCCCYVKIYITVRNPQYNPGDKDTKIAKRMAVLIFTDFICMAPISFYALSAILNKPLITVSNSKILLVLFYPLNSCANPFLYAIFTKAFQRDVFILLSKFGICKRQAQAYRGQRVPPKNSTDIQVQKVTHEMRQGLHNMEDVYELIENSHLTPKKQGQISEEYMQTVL
#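 TSHR-expressing cells were treated with compounds, then stimulated with TSH at EC80 (4nM final) for 2 hours at 37 deg C. Cellular cAMP was measured by HTRF competition between lysate cAMP and cAMP-d2 for a cryptate-labelled anti-cAMP antibody.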
# ELG1 DNA repair: ELG1-dependent DNA repair inhibition | HEK293T ELG1-luciferase reporter, luminescence, 16 h; DNA damage induced by 5-fluorouridine | Potency, µM (doses to about 46.1 µM), without a hit: at the top dose activity change, negative = inhibition, hits mostly inhibitors | 330,000 tested, 2.3% active; note: potency is the fitted concentration of half-maximal effect; % is set by controls: 0 for no effect and ±100 for the full control effect; nearly all actives have a fitted effect of over 55% in size
#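 HEK293T cells expressing luciferase-tagged ELG1 (2,000/well) received 5-Fluorouridine plus compound or DMSO for 16 hr at 37 °C. Luciferase was read by ONE-Glo luminescence after 30 min at room temperature.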
# Mito fusion act: blocks mitochondrial division or promotes mitochondrial fusion. S. cerevisiae fusion-defective mutant growth rescue, CellTiterGlo 48 h. 320,000 tested, 0.23% active. AID 485298. Potency, µM (series often up to 46.1 µM), without a hit: top-dose growth rescue (activation), usual class: activators;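 note: potency is the fitted concentration of half-maximal effect; % of control where 0% means no effect; nearly all actives have a fitted effect of over 45% in size; temperature-sensitive fusion mutants such as fzo1-1 at 37 °C on non-fermentable ethanol glycerol medium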
#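 Luminescent cell viability in 1536-well qHTS format served as the measure of rescued growth in ts fusion-mutant S. cerevisiae cultured on non-fermentable YPEG for 48 hours at 37C.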
# TSG101-PTAP inh: blocks PTAP/TSG101 interaction to inhibit HIV-1 budding | AID 493005 | 340,000 tested, under 10 active | Q99816 | Fluorescence polarization, FITC-PTAP peptide / Tsg101 binding | Potency, µM (highest dose often 115 µM), for the others: at the highest dose activity change, negative = inhibition, usual class: inhibitors; active = well fitted inhibition curve with a large enough effect in the main read-out, with a control signal flat, not every such curve was filed as active; inconclusive = small, poorly fitted or top-dose-only effect, or effect the other way, or a change in a side signal; inactive = no such curve, though single readings can be large or run the other way; note: potency is the fitted concentration of half-maximal effect; % of control where 0% means no effect
#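 Tsg101 binding domain (10 uM final) was mixed with compound and a FITC-labeled PTAP peptide (50 nM final) in HEPES pH 7.5 buffer with NaCl, Tween 20, EDTA and TCEP; fluorescence polarization was read after 20 min at r.t.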
# AT treatment: candidate therapy for ataxia-telangiectasia | AID 485349 | […] A-T fibroblasts, KAP-1 phosphorylation AlphaLISA; neocarzinostatin DNA damage 30 min before lysis | Potency, µM (top dose mostly 57.5 µM), for the others: at the highest dose activation, usual class: activators | 320,000 tested, 0.19% active; note: potency is the fitted concentration of half-maximal effect; % of control where 0% means no effect; nearly all actives have a fitted effect of over 45% in size
#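 hTERT-immortalized A-T patient fibroblasts ([…]), 500 cells/well in OPTI-MEM, 1% FBS, got compounds for 60 min, then NCS for 30 min at 37C. Lysates were then assayed for phospho-KAP-1 by AlphaLISA (anti-pKAP1 donor, anti-KAP1 acceptor beads), 6 hr at 25C.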
# TCR activator: T cell receptor activation | primary human leukocytes, anti-CD3, IL-2 HTRF, 48 h | Potency, µM (top dose mostly 9.22 µM), without a hit: at the top dose activation of IL-2 secretion, most hits filed as activators | 330,000 tested, under 10 active; note: % of control where 0% means no effect
#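 Readout: HTRF IL-2, Eu-cryptate/d2 antibody pair, 320nm excitation, 665nm emission. Stimulus: a-CD3 beads, no co-stimulation. Cells: primary human leukocytes. Exposure: 48 hr with compound.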
# Active calls of the source: *; u = inconclusive; x = not tested or not shown; [ ] = another dose, or the depositor's remark. Unless noted, calls come from the whole dose curve; as a rule, active = well fitted curve in the direction sought with a large enough effect; inconclusive = small, poorly fitted or top-dose-only effect, or another doubt; inactive = no such curve, though single readings can be large; an effect the other way counts as inactive or inconclusive. Hits appear at their usual frequency; about 3.2% have a hit in one of these screens.
smiles	Eya2 phos inh	a7 integrin act	BCR signal inh	Tb PFK inh	ASM inhibitor	TSHR antagonist	ELG1 DNA repair	Mito fusion act	TSG101-PTAP inh	AT treatment	TCR activator
CC(C)(CNC(=O)c1ccc(-c2cccc(C(F)(F)F)c2)o1)N1CCOCC1	5%	2%	2%	-2%	0%	27	-2%	-1%	-1%	0%	11%
COc1ccc(NC(=O)N(C)C[C@H]2Oc3ccc(NS(=O)(=O)c4cccs4)cc3C(=O)N([C@@H](C)CO)C[C@@H]2C)cc1	-4%	7%	u	1%	0%	0	16%	x	1%	-1%	9%
Cc1cc(C)nc(N/C(=N\S(=O)(=O)Cc2ccccc2)Nc2ccc(F)c(Cl)c2)n1	3%	6%	-1%	-3%	-5%	-8	u	6%	1%	1%	-1%[46.1 µM]
Cc1cc(C)c2c(=O)cc(C(=O)NCc3ccccc3)oc2c1	-7%	1%	7%	9%	4%	8	5%	-7%	0%	35µM*	0%
CC(C)(C)NC(=O)CN(C(=O)CNS(=O)(=O)c1ccc(Cl)cc1)c1ccc2c(c1)OCCO2	-12%	-25%	14%	0%	2%	-16	13%	-1%	-10%	2%	2%
Cc1ccnc(NC2(C(F)(F)F)N=C(c3ccccc3)NC2=O)c1 (stereo not drawn)	0%	2%	-4%	1%	2%	4	8%	1%	0%	2%	0%
COc1ccc(S(=O)(=O)N2CCOCC2)cc1NC(=O)COC(=O)C1CCC1	9%	6%	-4%	2%	12%	14	0%	-2%	-6%	4%	0%
O=C(NC1CC1)c1scc2c1OCCO2	11%	9%	0%	-4%	0%	-4	16µM*	4%	-5%	0%	6%
COc1cc(CNCC2CCCO2)ccc1OCC(N)=O (stereo not drawn)	-5%	3%	4%	-1%	-1%	3	0%	7%	-7%	-2%	-7%
COC(=O)c1ccc(-c2nc3ccccc3[nH]2)cc1	1%	0%	u	-10%	10%	1	u	7%	-13%	18%	3%[46.1 µM]
NC(=O)c1nsc(C(=O)N(c2ccccc2)C(C(=O)NCc2ccc(F)cc2)c2ccc(O)cc2)c1N (stereo not drawn)	8%	2.2µM*	-26%	-2%	169%[activator]	-6	u	-2%	-7%	-1%	10%
Cc1ccc(NC(=O)c2nc[nH]c2C(=O)NC2CCN(C(=O)OC(C)(C)C)CC2)cc1	-8%	11%	1%	-27%	3%	-7	10%	x	2%	4%	0%
Cc1ccc(S(=O)(=O)N2CCN(C(=O)c3ccc(N4CCCC4)c([N+](=O)[O-])c3)CC2)cc1	6%	26%	2%	-1%	u	5	u	-2%	-3%	0%	-2%
CCC(Sc1nc2ccncc2[nH]1)C(=O)Nc1ccc(C)c(Cl)c1 (stereo not drawn)	1%	-26%	1%	-1%	-1%	12	6%	1%	0%	2%	3%
Cc1cccc(OCC(=O)Nc2cc(C)ccc2O)c1	-1%	-7%	0%	-7%	2%	-6	0%	7%	-4%	4%	5%
Cc1ccccc1NC(=O)CSc1nnc(C2CC2)n1CC1CCCO1 (stereo not drawn)	6%	26%	6%	-1%	-1%	-1	-1%	0%	-1%	-1%	-3%
CCOc1ccc(CN(C)Cc2cc(=O)oc3cc(C)c(Cl)cc23)cc1	20%	0%	-3%	1%	-12%	-7	-12%	3%	1%	11%	-6%
COc1cccc(CN2C(=NC(=O)C3CC3)SC3CS(=O)(=O)CC32)c1 (stereo not drawn)	2%	u	-9%	0%	2%	8	0%	0%	5%	6%	0%
CC(C)C1CC(CCNCc2ccc(N(C)C)cc2)(c2ccccc2)CCO1 (stereo not drawn)	1%	-46%[inhibitor]	u	-1%	-1%	-2	-15%	-11%	0%	-3%	-1%[46.1 µM]
Cc1csc(NC(=O)CN2C(=O)COc3ccc(Cl)cc32)n1	-8%	10%	8%	-11%	-1%	5	u	3%	-1%	2%	-176%
Cc1cc2oc(=O)cc(CN3CCCCC3)c2cc1C(C)C	-24%	-26%	-5%	5%	-2%	-8	-15%	-27%	-3%	-2%	-3%
COc1ccc(CNC(=O)C(=O)NCC2OCCN2S(=O)(=O)c2ccc3c(c2)OCCO3)cc1 (stereo not drawn)	-3%	21%	u	-1%	-3%	2	u	-4%	0%	-11%	-12%
CC(=O)Nc1ccc2nc(NC(=O)c3ccc([N+](=O)[O-])s3)sc2c1	15%	x	u	2%	x	-6	-8%	-3%	x	-2%	x
CC1=CC(C)C2(CO)COC(c3cccnc3)C1C2C (stereo not drawn)	2%	-7%	0%	3%	3%	10	-2%	4%	1%	6%	-5%[46.1 µM]
CC(OC(=O)c1ccc(NC(=O)CC#N)cc1)C(=O)Nc1ccc(Oc2ccccc2)cc1 (stereo not drawn)	5%	x	1%	u	x	-2	-1%	-3%	x	14%	x
Cc1ccc[n+](CC(=O)Nc2cc(C(F)(F)F)ccc2Cl)c1	16%	15%	-3%	-4%	-4%	3	4%	-12%	-8%	3%	5%
CC(C)[C@H](NC(=O)[C@@H]1CSC2c3ccccc3C(=O)N21)C(=O)NC1CCCCC1 (stereo partly drawn)	-2%	-38%	-4%	1%	0%	-3	2%	-1%	1%	11%	0%
CCOc1ccccc1/C=C(/NC(=O)c1ccccc1)C(=O)NCC(=O)O	2%	4%	3%	3%	10%	-11	u	-3%	-2%	-5%	0%[46.1 µM]
COc1ccc(-c2csc(N(CCCN3CCOCC3)C(=O)c3ccco3)n2)cc1	-5%	-54%[inhibitor]	-8%	-4%	-1%	-13	16µM*	4%	-3%	11%	-6%
CCOC(=O)C(=N/O)/C(C)=N/NC(=O)C(=O)Nc1ccc(Cl)cc1	15%	-48%[inhibitor]	5%	2%	-7%	-3	u	-3%	0%	3%	9%
O=C1CN(C(=O)CCCc2c[nH]c3ccccc23)c2ccccc2N1	7%	20%	-6%	1%	13%	16	u	4%	-3%	23%	7%
COCCNCCCOc1ccc(Cl)cc1Br	-4%	-63%[inhibitor]	-1%	-7%	7%	6	u	-6%	1%	-5%	7%
Cc1cccc(-n2nc([N+](=O)[O-])c(=NCc3cccnc3)n2O)c1	-3%	17%	20%	-6%	-3%	8	23%	5%	-11%	-3%	-2%
COc1ccc(/C=N/N=C2\SC(CC(=O)O)C(=O)N2c2ccccc2)cc1 (stereo not drawn)	-1%	-3%	2%	0%	8%	10	-6%	-1%	0%	-1%	-2%[46.1 µM]
CCCOc1ccc(-c2c(C(=O)N/N=C/c3ccccc3OCC)nnn2-c2nonc2N)cc1	-1%	23%	-17%	-4%	-1%	-8	7%	-12%	-1%	3%	4%
c1ccc(Oc2cccc(OCCCCSc3ncccn3)c2)cc1	-17%	-43%	-20%	-6%	7%	8	0%	0%	1%	12%	6%
CC(c1ccccc1)N1CC(C(=O)Nc2nccs2)CC1=O (stereo not drawn)	8%	4%	3%	-5%	1%	1	2%	-8%	-3%	2%	-2%
CCCc1cc(CNC(=O)C2CCC(=O)N(Cc3ccccc3F)C2)on1 (stereo not drawn)	4%	-5%	-11%	-1%	6%	-10	9%	0%	4%	5%	-11%
Cc1ccc(COC(=O)c2ccc3c(c2)C(=O)N(CCCN2CCOCC2)C3=O)cc1	-14%	-16%	-1%	6%	-4%	-4	-9%	14%	-4%	-4%	-1%
CCOC(=O)C1C(c2ccccc2)C(C(=O)OCC)C1c1ccccc1 (stereo not drawn)	4%	-2%	-1%	-5%	1%	6	3%	-1%	-3%	-5%	6%[46.1 µM]
O=C(Cc1ccccc1)N/N=C/c1cccn1-c1ccc([N+](=O)[O-])cc1	-1%	4%	-1%	-1%	-7%	-4	u	5%	-3%	-2%	9%[46.1 µM]
